Source: PubChem BioAssay (National Center for Advancing Translational Sciences (NCATS))
IL1B secr inh: blocks inflammasome-driven IL-1 beta release; hit rate 4.7% among 360,000; AID 743279; THP-1 LPS/ATP IL-1B secretion, AlphaLISA, 16 h; hits give low values; activity change, % at 57.5 µM; in the data active = activity change below about -50%; inconclusive = mostly about -30% to -49%; also: % is scaled to controls: 0 for no effect and ±100 for the full control effect
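Secreted IL-1B measured by AlphaLISA bead assay after 16 h compound exposure of THP-1 cells; compounds (final up to 57.5 uM) added 1 h before LPS (250 ng/mL) and ATP (1.25 mM) stimulation; lower signal means less secretion.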
HT1080 IDH1KD tx: toxicity to HT-1080 IDH1 knockdown cells (counter line); HT-1080 IDH1 knockdown viability, ATP luminescence, 48 h; Potency, µM (series often up to 46.1 µM), for inactives: top-dose activity, negative = toxicity, usual class: cytotoxic; hit rate 2% among 360,000;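 also: potency is read from the fitted curve at half-maximal effect; 0% = DMSO wells and -100% = cell-free medium wells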
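% activity derives from luminescence (CellTiter-Glo), normalised to DMSO and no-cell wells. HT-1080-IDH1KD cells, 750/well, had 48 h compound exposure at 37 °C.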
ATXN2 expr inh: ATXN2 expression inhibition | hit rate 0.72% among 360,000 | HEK-293 ATXN2-luciferase reporter, luminescence, 24 h | Potency, µM (top dose mostly 57 µM), for the others: top-dose activity change, negative = inhibition, actives largely listed as inhibitors; also: potency is read from the fitted curve at half-maximal effect; % is scaled to controls: 0 for no effect and ±100 for the full control effect; nearly all actives have a fitted effect of over 55% in size
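qHTS (up to 57 uM final) was run with 24 h compound exposure of reporter cells at 37 °C. Each well was multiplexed: SteadyGlo luminescence measured ATXN2-luciferase expression after a fluorogenic Gly-Phe-AFC viability readout (25 uM final).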
KB-3-1 tox: KB-3-1 parental cell cytotoxicity | KB-3-1 viability, CellTiter-Glo ATP luminescence, 72 h | Potency, µM (highest dose often 46.1 µM), for inactives: top-dose activity change, negative = cytotoxic, usual class: cytotoxic | hit rate 1.4% among 400,000; also: potency is read from the fitted curve at half-maximal effect; % is scaled to controls: 0 for no effect and ±100 for the full control effect; nearly all actives have a fitted effect of over 60% in size
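Cytotoxicity measured as CellTiter-Glo luminescence after 72 h at 37 C. Compound titrations were pinned onto drug-naive KB-3-1 parental adenocarcinoma cells grown in DMEM with 10% FBS, and normalized data fitted to concentration-response curves.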
MCF10A rerep: inducers of DNA re-replication in MCF 10A breast cells | MCF 10A DNA re-replication, Hoechst nuclear intensity, 48 h | hit rate 2.9% among 350,000 | Potency, µM (highest dose often 46.1 µM), for the others: at the highest dose activity, positive = re-replication, actives largely listed as activators; also: potency is read from the fitted curve at half-maximal effect; % of control where 0% means no effect; nearly all actives have a fitted effect of over 50% in size
KB-V1 MDR tox: kills drug-selected multidrug resistant KB-V1 cells; AID 1347076; hit rate 3.4% among 400,000; Potency, µM (series often up to 46.1 µM), inactives show at the highest dose activity change, negative = cytotoxicity, usual class: cytotoxic; KB-V1 MDR cells viability, CellTiter-Glo, 72 h; also: potency is read from the fitted curve at half-maximal effect; % is scaled to controls: 0 for no effect and ±100 for the full control effect; nearly all actives have a fitted effect of over 60% in size
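In this primary screen, KB-V1 cells overexpressing P-gp are incubated with library compounds (lowest to highest concentration) for 72 h at 37 degrees C before a luminescent ATP viability read.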
HT1080NT lethal: kills 2HG-producing HT-1080-NT fibrosarcoma cells; HT-1080-NT fibrosarcoma viability, CellTiter-Glo ATP luminescence, 48 h; Potency, µM (series often up to 46.1 µM), inactives show top-dose activity, negative = less viability, actives largely listed as cytotoxic; hit rate 1.6% among 360,000; AID 686970;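 also: NT is the 2HG producing partner of a matched IDH1 knockdown line; potency is read from the fitted curve at half-maximal effect; 0% = DMSO-treated cells and -100% = media-only wells without cells; nearly all actives have a fitted effect of over 55% in size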
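A 48-hour cytotoxicity screen used HT-1080-NT cells plated 2 hours before compound delivery. ATP-based CellTiter-Glo luminescence measured viability, normalized to DMSO and no-cell controls.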
SW480 rereplic: induces DNA re-replication in SW480 colon adenocarcinoma cells; SW480 DNA re-replication, Hoechst DNA content imaging, 48 h; Potency, µM (highest dose often 46.1 µM), for inactives: at the top dose re-replication activation, actives largely listed as activators; hit rate 1.8% among 340,000; AID 624297; also: potency is read from the fitted curve at half-maximal effect; % of control where 0% means no effect; nearly all actives have a fitted effect of over 55% in size
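Hoechst fluorescence of nuclei (405 nm excitation, 500-530 nm emission) measured by plate-scanning imager after 48 hr compound exposure at 37 C; re-replication scored as increased number of nuclei with elevated intensity.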
ATXN viability: cell viability loss in ATXN counter-screen; AID 651635; S2 cells (HEK-293 line with an ATXN2-luciferase reporter) viability, CellTiter-Fluor protease fluorescence, 24 h; Potency, µM (titrated, usually from 56.7 µM), most hits filed as cytotoxic; hit rate 0.49% among 400,000; also: potency is read from the fitted curve at half-maximal effect; nearly all actives have a fitted effect of over 40% in size
* hit, by the source's call; i = inactive; ? = inconclusive; / = no result given; [ ] = dose if it differs, or a comment. Unless noted, calls follow the shape of the dose curve; as a rule, active = well fitted curve in the direction sought with a large enough effect; inconclusive = small, poorly fitted or top-dose-only effect, or another doubt; inactive = no such curve, though single readings can be large; an effect the other way counts as inactive or inconclusive. Random draw from the library; overall some 11% were active at least once.

mol | ATXN2 expr inh | ATXN viability | IL1B secr inh | KB-V1 MDR tox | SW480 rereplic | KB-3-1 tox | HT1080 IDH1KD tx | MCF10A rerep | HT1080NT lethal
O=c1c(-c2ccc(F)cc2)[n+]([O-])c2ccccc2n1OCc1ccccn1 | -13% | i | -10 | -11% | ? | 6% | 0% | ? | 20%
Cc1cccc2c1-c1sc(C(=O)NCc3ccccc3Cl)cc1CO2 | -19% | i | / | 1% | / | 4% | / | / | /
O=C1c2ccccc2C(=O)N1CC(O)COc1ccc(Cl)cc1 (stereo not given) | 0% | i | -6 | ? | -4% | 11% | 13% | 1% | 15%
O=C(O)CN1CCN(Cc2ccccc2)C1=O | -1% | i | 11 | 9% | -4% | 3% | -6% | 0% | 17%
CCCCCn1c(N)c(-c2nc3ccccc3o2)c2c([N+](=O)[O-])nn(C)c(=O)c21 | 1% | i | 0 | -17% | -5% | -3% | 7% | -6% | 24%
O=C(NCCN1CCCCC1)Nc1cccc(F)c1 | -6% | i | 2 | 0% | 0% | -8% | 7% | 11% | 12%
N#CCC(=O)Nc1ccc(C(=O)N2CCN(c3ccccn3)CC2)cc1 | 4% | i | 13 | 10% | -3% | 2% | -8% | -35%[inhibitor] | -12%
CCC(C(=O)NCCN1CCOCC1)n1nc(C)n2c(cc3sccc32)c1=O (stereo not given) | -3% | i | 0 | -10% | 1% | 10% | 4% | 2% | 0%
Cc1ccc(NC(=O)CSc2nnc(C)n2C2CC2)cc1S(=O)(=O)N1CCOCC1 | 1% | i | 0 | -1% | -12% | -2% | 18% | 0% | 4%
Cc1cccc2c1cnn2C(=O)CCC(=O)NCc1ccc(F)cc1 | -2% | i | 7 | 3% | 2% | 9% | 3% | -1% | -1%
CC(=O)N1C(=O)/C(=C2\SC(=S)N(NS(=O)(=O)c3ccc(C)cc3)C2=O)c2ccccc21 | 7% | i | 19 | 0% | -3% | 3% | 1% | 4% | -2%
Cc1cc(Br)cc(Br)c1OCC(=O)NNC(=O)c1ccoc1C | -14% | i | -7 | ? | -1% | 19% | -6% | -2% | -1%
Cc1ccc2c(c1)nnn2C1CCN(C(=O)c2cccs2)CC1 | -4% | i | -21 | -29% | -4% | 3% | -2% | -2% | -9%
Cc1cc(Cl)cc(Cl)c1OCCOCCN(C)C | -19% | i | 0 | -8% | ? | 0% | -23% | 16% | -11%
CC(Oc1ccccc1C(N)=O)C(=O)Nc1ccc(S(=O)(=O)N2CCCC2)cc1 (stereo not given) | -2% | i | 22 | ? | 0% | -16% | -12% | 3% | -16%
CC1CN(C(=O)c2cccc(S(=O)(=O)N3CCN(c4ccc(F)cc4)CC3)c2)CC(C)O1 (stereo not given) | -2% | i | 5 | ? | -4% | -23% | 1% | 0% | 8%
CCCCCCCNC(=O)C1(CC2CC(c3ccccc3)=NO2)CCN(C(=O)OC(C)(C)C)CC1 (stereo not given) | 22% | ? | -4 | -19% | -1% | -1% | 13% | ? | 4%
COc1ccc(-c2nnc(NC(=O)CS(=O)(=O)c3ccc(F)cc3)o2)c(OC)c1 | -1% | i | 6 | -6% | 0% | 0% | 1% | -3% | 3%
Cc1cccc(CSCCNC(=O)c2ccc(N(C)S(=O)(=O)c3ccccc3)cc2)c1 | -15% | i | ? | 0% | 19% | -4% | -23% | ? | -7%
Cc1ccc2ccccc2c1COC(=O)c1nonc1N | -8% | i | 9 | 2% | 2% | 0% | -10% | -1% | -3%
CC(C)c1ccc(N2C(=O)C3C4C=CC(CC4)C3C2=O)cc1 (stereo not given) | / | i | 5 | -23% | 3% | -18% | 2% | 24% | 13%
O=C(OCc1nc2scc(-c3ccccc3)c2c(=O)[nH]1)c1cc([N+](=O)[O-])ccc1Cl | 22% | i | ? | ? | -2% | 4% | 3% | 3% | 9%
Cc1cccc([C@@H]2[C@@H]3C(=O)N(Cc4ccccc4)C(=O)[C@@H]3[C@]3(Cc4ccccc4)C(=O)N(c4cccc(F)c4)C(=O)N23)c1 | 11% | i | -8 | 20% | 6% | 0% | -2% | -24% | 0%
O=c1cc[nH]c2ccc(Cl)cc12 | 5% | i | 23 | -7% | -3% | 13% | 11% | -1% | -8%
Cc1ccc([C@H]2C[C@@H](O)[C@H](n3cc(C4CC4)nn3)CN2Cc2cccs2)cc1 | 3% | i | 6 | -2% | / | 4% | 6% | / | 15%
CC(C)c1ccc(C(=O)Nc2cccc3cccnc23)cc1 | 42%[activator] | i | / | 0% | / | 7% | / | / | /
CCOC(=O)Cn1c(=O)oc2cc(S(=O)(=O)Nc3ccc(F)cc3)ccc21 | -5% | i | 28 | 8% | -6% | -10% | 3% | 24% | 0%
Cc1nn(-c2ccc(NC(=O)c3ccncc3)cc2)c(C)c1Cl | ? | i | ? | 5% | -3% | -39% | ? | 2% | -17%
CC(=O)Nc1ccc(S(=O)(=O)N2CCC(N3CCN(Cc4ccc(C)cc4)C(=O)C3=O)CC2)cc1 | 6% | i | / | 0% | / | -4% | / | / | /
COC(=O)C1=C(C)Nc2sc(C(N)=O)c(N)c2C1c1ccncc1 (stereo not given) | / | i | 98 | 0% | 23µM* | 3% | ? | ? | -26%

Following part:
mol | ATXN2 expr inh | ATXN viability | IL1B secr inh | KB-V1 MDR tox | SW480 rereplic | KB-3-1 tox | HT1080 IDH1KD tx | MCF10A rerep | HT1080NT lethal
CCc1nc2c(OCC(=O)C(C)(C)C)cccn2c1N(C)C(=O)Nc1ccccc1OC | -1% | i | 12 | -14% | / | 0% | 10% | / | 15%
CC(c1nc2ccccc2c(=O)[nH]1)N(C)CCOc1ccc(Cl)cc1 (stereo not given) | / | i | 5 | ? | -2% | 1% | 6% | 13% | 0%
Cc1ccccc1C(=O)Nc1ccc(C(=O)N/N=C/c2ccc(O)c(Br)c2)cc1 | / | i | 0 | 6% | -6% | 19% | -14% | 0% | -19%
CNc1ccc(S(=O)(=O)NC)cc1[N+](=O)[O-] | / | i | 13 | 1% | ? | -8% | 2% | ? | 0%
O=C(O)CCC1COc2ccccc2O1 (stereo not given) | 0% | i | 1 | -3% | -9% | ? | -1% | 3% | 4%
COC(=O)Cn1c(=NC(=O)CN2C(=O)CCC2=O)sc2cc(S(N)(=O)=O)ccc21 | 2% | i | 27 | 0% | 0% | 10% | 7% | -4% | 7%
c1nc2nc3c(c(N4CCOCC4)n2n1)CCCC3 | 3% | i | -5 | 0% | -7% | 5% | -1% | 2% | -1%
CCN(CC)S(=O)(=O)c1cc(NC(=O)CCn2[nH]c(=O)ccc2=O)ccc1C | -3% | i | 41 | ? | -27% | 2% | 10% | 6% | 0%
O=C(COc1nnc2ccccn12)N1CCN(S(=O)(=O)c2ccccc2)CC1 | 6% | i | 10 | 10% | -8% | -1% | 10% | 2% | 17%
CCCOC(=O)C1=C(C)NC2=C(C(=O)CCC2)C1c1cccc(OC)c1OC (stereo not given) | 4% | i | -9 | -16% | 7% | 4% | 12% | -7% | 0%
O=C(Nc1cccc(F)c1)c1cc(S(=O)(=O)N2CCOCC2)ccc1N1CCCC1 | / | i | -30 | 9% | 0% | 0% | -1% | 7% | -12%
Cc1ccc(CNC(=O)C(C)n2c(=O)cc(-c3ccccc3)c3c(C)nn(C)c32)cc1 (stereo not given) | -6% | ? | / | 11% | / | 7% | / | / | /
CCOC(=O)c1ccc(N=CC2=C(O)CC(C)(C)CC2=O)cc1 | -11% | i | 5 | 2% | -15% | -1% | -13% | 1% | 2%
COc1ccc(OC)c(NC(=O)CCc2c(C)nc3c(c(C)nn3C(C)(C)C)c2C)c1 | 4% | i | / | 0% | / | -1% | / | / | /
Cc1cc(C(=O)OCC(=O)c2ccc(Cl)c([N+](=O)[O-])c2)c2cccc(C)c2n1 | -19% | i | 0 | -13% | / | 7% | 1% | ? | 0%
COc1ccc(NC(=O)Nc2ccc3c(c2)C(=O)N([C@H](C)CO)C[C@H](C)[C@@H](CN(C)C(=O)Nc2c(C)noc2C)O3)cc1 | 9% | i | 7 | -3% | -14% | 7% | 10% | 17% | 12%
COc1cccc(CN(C)C(=O)c2cc(S(=O)(=O)NC3CCCCC3)ccc2C)c1 | -4% | i | ? | -11% | 2% | 0% | 17% | 12% | 15%
COc1ccc(CNc2nc3ccccc3n2C(C)C)cc1 | 12% | / | 4 | -1% | -16% | 11% | -1% | 2% | 7%
O=C1C2=C(c3ccccc31)[N+](=O)[C@@H]1CCCC[C@@H]1N2[O-] | 10% | ? | 20 | 4% | -4% | 0% | -26% | 6% | 6%
COc1ccccc1/C=N/NC(=O)c1cccc(OC(F)(F)C(F)F)c1 | -13% | i | -12 | -4% | ? | -6% | 0% | -44%[inhibitor] | 5%
CN1CCN(c2ccc(C(CC(N)=O)NC(=O)c3ccccc3)cc2[N+](=O)[O-])CC1 (stereo not given) | 1% | i | 15 | -2% | -22%[9.22 µM] | 8% | 6% | 0% | 6%
CN1CCN(C(=O)c2ccc3c(=O)n(Cc4ccc(Cl)cc4)c(=S)[nH]c3c2)CC1 | -3% | i | -1 | 6% | ? | -3% | ? | 29% | ?
CCCCCC(=O)Nc1cc(S(=O)(=O)N2CCOCC2)ccc1Oc1ccc(OCC)cc1 | -11% | i | -3 | ? | -8% | -19% | -5% | 3% | -7%
O=S(=O)(CCc1nnc(-c2ccc(Br)cc2)o1)c1ccc(Cl)cc1 | -11% | ? | -19 | 4% | 0% | -2% | 3% | 1% | 17%
COc1ccc(C(=O)C2CCCN(C(=O)c3ccc(CSC)o3)C2)cc1F (stereo not given) | 7% | ? | 3 | ? | -3% | 6% | 10% | 11% | 3%
C#CCNC(=O)C[C@@H]1C[C@@]2(C(=O)OC)CC(C)(C)CC=C2N(Cc2ccco2)C1=O | / | / | -21 | ? | / | -1% | 7% | / | 8%
O=C(NC(CC(=O)N1CCN(c2ccc([N+](=O)[O-])cc2)CC1)c1ccccc1)c1ccccc1Cl (stereo not given) | / | i | -16 | -2% | 3% | -18% | 0% | 0% | -6%
CSc1sc(C(=O)NN)c2c1C1(CCC2)SCCS1 | ? | i | 16 | 4% | -1% | -13% | -9% | 2% | -1%
